Screens (PubChem)
PriA SSB inh: inhibitors of Klebsiella pneumoniae PriA binding to SSB C-terminal tail, primary screen, biochemical, AlphaScreen; AlphaScreen SSBct-PriA binding, biotinylated peptide; inhibition, % at 33 µM; hit rate 0.6% among 430,000; AID 1272365, 2023; in the data active = inhibition mostly above about 37%, no sharp cut-off; inactive = mostly below about 20%;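 note: plate controls were negative control peptide for no effect and reference peptide for full effect; strong numbers were not always called active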
Active calls of the source: *; & = joins results of further samples. Some of the compounds tested, so the mix of outcomes need not match the whole.

SMILES | PriA SSB inh
C=CCNC(=S)NNc1ccc([N+](=O)[O-])cc1 | 15
COc1ccccc1NC(=O)c1cnc(SCC(=O)NCc2ccc3c(c2)OCO3)n(C)c1=O | -21
Cc1nn(-c2ccccc2)c(C)c1N1CCN(C(=O)c2ccc3nsnc3c2)CC1 | 17
CC(=NN=C(N)N)c1ccc(Cl)c(Cl)c1 | 0
Cc1cc(C)c(S(=O)(=O)NCC2CCN(c3nccnc3C#N)CC2)cc1C | -16
COc1ccc(OC)c(-c2cc(C(=O)NCC#CCN3CCc4ccccc4C3)n(C)n2)c1 | 7
CCCCOc1ccc(C(=O)Nc2c(C)nc(N3CCN(C)CC3)nc2C)cc1 | 8
CCOC(=O)C1=C(C)N=c2sc(=Cc3cccc([N+](=O)[O-])c3O)c(=O)n2C1c1ccccc1 (stereo not given) | -22
Cn1c(O)c(C=NNC(=O)c2ccncc2)c(=O)[nH]c1=S | 0
O=C(/C(=C\c1cccc([N+](=O)[O-])c1)c1nc2ccccc2o1)c1cccnc1 | -3
CC(C)c1c(C(=O)NN=Cc2ccccc2C(=O)O)nnn1-c1nonc1N | 3
Cc1[nH]n(-c2ccccc2)c(=O)c1C=NN1C(=O)c2cccc3cccc(c23)C1=O | 1
COc1nc(NN=Cc2cc3c(cc2Br)OCO3)nc(N2CCOCC2)n1 | -7
C[C@H]1CCc2c(sc(NC(=O)CCCOc3ccccc3)c2C(N)=O)C1 | -12
O=C(Nc1nnc(-c2ccc(Cl)cc2)o1)c1ccc([N+](=O)[O-])s1 | -4
Cc1cc(CCNC(=O)c2csc(C)n2)on1 | -5
Cc1nnc(CNC(=O)c2cc(-c3ccco3)on2)o1 | -13
CSc1cccc2sc(NC(=O)c3ccc(Br)s3)nc12 | -9
COc1ccc(CCC(=O)NCC#CCOc2ccc3c(c2)OCO3)cc1 | 5
CN1CCc2cc(C(CNC(=O)C(=O)NC3CCCC3)N(C)C)ccc21 (stereo not given) | 9
O=C(Nc1ccccc1Cl)c1ccc(=O)n(Cc2cccc(F)c2)n1 | -13&-8
CC(C)CNC(=O)C(=O)NCC(c1cccn1C)N1CCc2ccccc2C1 (stereo not given) | 4
CC1CCCCN1C(=O)CSc1nc2sc3c(c2c(=O)n1-c1ccccc1)CCCC3 (stereo not given) | 2
Cc1ccccc1[C@@H]1CCN(C(=O)c2ccccc2Br)CCS1 | 4
CC(C)N1CCC(CNS(=O)(=O)c2ccc(F)c(Cl)c2)CC1 | -14
Cc1onc(-c2c(Cl)cccc2Cl)c1C(N)=NOC(=O)C(C)(C)C | -11
CCOC(=O)C(CC)n1c(Br)nc2c1c(=O)[nH]c(=O)n2C (stereo not given) | -3
Cc1cc(O)c2c(C)c(CC(=O)N3C[C@H]4C[C@H](C3)c3cccc(=O)n3C4)c(=O)oc2c1 | -3
O=C(CCS(=O)(=O)c1ccccc1)N(CCn1cccn1)c1nc2ccccc2s1 | -6
Cc1ccc(S(N)(=O)=O)cc1C | 1
O=C(NNC(=O)c1cccs1)c1ccc(=O)n(Cc2ccc(Cl)cc2)c1 | -15
NC(=O)C1CCN(c2ccc3cccc(OCc4ccc(Br)cc4)c3n2)CC1 | -10
O=C(NN=Cc1ccc(O)cc1)c1cc(C23CC4CC(CC(C4)C2)C3)[nH]n1 | -2
COc1ccc(CCNC(=O)CSc2ncnc3c2nnn3Cc2ccccc2F)cc1OC | -3
CC(=O)Nc1ccc(SCC(=O)N2CCc3ccccc32)nn1 | 2
Cc1cc2ncc3c(n2n1)CCN(C(=O)c1ccc(S(=O)(=O)N2CCOCC2)cc1)C3 | -2
O=C(O)c1ccc(CSc2nc(-c3cccc(Br)c3)cs2)o1 | -7
Clc1ccc(NCCN2CCOCC2)nn1 | -17
COc1ccc(CCC(=O)NCCn2ncc3c(N4CCN(c5ccccc5)CC4)ncnc32)cc1 | -2
O=C(CSc1ccc2nnc(CCNC(=O)c3ccccc3)n2n1)OCc1ccccc1 | -8
COc1cccc(C2=NN(C(=O)c3ccco3)C(c3cccc([N+](=O)[O-])c3)C2)c1 (stereo not given) | -6
COc1cc(C=NNC(N)=O)ccc1OCC(=O)Nc1ccc(C)c(C)c1 | -1
COc1ccccc1Nc1ncc([N+](=O)[O-])cc1[N+](=O)[O-] | -2
O=C(Nc1ncn[nH]1)c1ccc(N2CCC(Cc3ccccc3)CC2)nn1 | -10
Cc1ccnc(NS(=O)(=O)c2ccc(NC(=O)/C=C/c3ccc([N+](=O)[O-])cc3)cc2)n1 | -6
Cc1ccc(S(=O)(=O)Nc2ccc(-c3ccc(NS(=O)(=O)c4ccc(C)cc4)cc3)cc2)cc1 | 7
CC1(C)CC(=O)c2c(nc(SCC(=O)Nc3nc(-c4ccccc4)ns3)c(C#N)c2-c2ccccc2)C1 | 1&31
O=C(NCCCCN1CCOC(c2ccccc2)C1)C(=O)Nc1ccon1 (stereo not given) | -14
O=C(c1ccco1)N1CCc2ccc(NS(=O)(=O)c3cccc(Cl)c3)cc21 | -3
CO[C@@H](CNC(=O)c1snnc1C)c1cccc(F)c1 | -6
Further records follow:
SMILES | PriA SSB inh
CC(CC(=O)NC(C)C)=NNC(=O)COc1cc(C)c(Br)cc1Br | -10
CC(=NNC(=O)c1sc(NS(=O)(=O)c2ccc(C)cc2)nc1C)c1sc(N)nc1C | -2
Cc1cc(C)c(Cn2c(=O)n(-c3ccc(CC(=O)NCCc4ccccc4)cc3)c(=O)c3sccc32)c(C)c1 | -9
CCn1ccc(C(=O)N(CCN2CCOCC2)c2nc3c(C)ccc(Cl)c3s2)n1 | 17
COCCn1ccc2c(OCC(=O)Nc3cccc([N+](=O)[O-])c3)cccc2c1=O | 0
O=C(NCC(c1cccnc1)N1CCOCC1)c1ccccc1 (stereo not given) | -1
O=C(NCc1ccccn1)C1(c2cccs2)CCCC1 | -6
Cc1cccc(-c2noc(CS(=O)(=O)c3cc(C)c(C)cc3C)n2)c1 | -4
O=C(NC[C@@H](c1ccco1)N1CCN(c2ccccc2F)CC1)c1cccc(Cl)c1 | -10
CSCCC(C)(O)CNC(=O)C(=O)NCc1cccs1 (stereo not given) | -5
O=C(c1ccc([N+](=O)[O-])cc1)N1CCN(c2nc3ccccc3s2)CC1 | 2
Cc1sc2nc[nH]c(=S)c2c1-c1ccc(Cl)cc1 | 2
N#Cc1nccnc1N1CCC(CNC(=O)c2cc(-c3ccccc3)on2)CC1 | -15
NC(=NOC(=O)c1cccs1)c1ccccc1 | -8
Cc1ccc(/C=C2/C(=O)NC(=N)N2C)s1 | 0
Cc1ccc(CN2C(=O)NC3(CCN(C(=O)Nc4ccc(Cl)cc4)CC3)C2=O)cc1 | -10
O=C(Nc1ccc2c(c1)C(=O)NCCO2)c1ccccc1Br | 4
CS(=O)(=O)N1C2CCC1CC(NC(=O)CCc1cccc(OCc3ccccc3)c1)C2 (stereo not given) | -13
COc1ccc(NC(=O)C2CCN(c3c(C#N)cnc4ccc(F)cc34)CC2)c(OC)c1 | 7
O=C(NCc1ccc2c(c1)OCO2)C1(c2ccc(F)cc2)CC1 | 11
COc1ccc(N2C(=O)C3C4C=CC(O4)C3C2=O)cc1 (stereo not given) | -20&6
Cc1ccc([N+](=O)[O-])cc1S(=O)(=O)Nc1ccc(-c2ccc(=O)n(C)n2)cc1 | -6
CSc1ccc(CNC(=O)COc2cc(C)nc(N3CCC[C@H](C)C3)n2)cc1 | -14
COc1ccc2c(c1)CCC[C@@]2(O)CNC(=O)CC1CC1 | -3
COc1ccc(CC(=O)NN=C(C)CC(=O)NCc2ccco2)cc1OC | -10
CCC(=O)Nc1ccc(S(=O)(=O)NC[C@H](OC)c2ccc(C)s2)c(C)c1 | -12
Cc1noc(C)c1CCC(=O)N1C2C=CCC1CC2 (stereo not given) | 9
O=C(NN=Cc1cccc(Oc2ccccc2)c1)c1ccncc1 | 6
Cn1cc(-c2cccs2)nc1CCNC(=O)COc1cccc2c1OC(C)(C)C2 | -6
CN(C)c1ccc(C(CNC(=O)C(C)(C)C)N2CCc3ccccc3C2)cc1 (stereo not given) | 12
CC(=O)N1CCc2c(sc(NC(=O)c3ccc(S(=O)(=O)N(C)Cc4ccco4)cc3)c2C#N)C1 | -14
Cc1ccc2c(c1)C(=O)C(=O)N2CCOc1ccc(C(C)(C)C)cc1 | -12
COc1ccc(-c2csc(NC(=O)/C=C/c3cccs3)n2)cc1OC | 1
CC(C)(C)OC(=O)NN=C/C=C/c1ccc2c(c1)OCO2 | 2
O=C(NC[C@@H](c1ccsc1)N1CCCCCC1)Nc1ccccc1 | 3
Cn1c(=NC(=O)CN2C(=O)c3ccccc3C2=O)sc2cc3c(cc21)OCCO3 | -23
CCOc1ccc(NC(=O)CSc2nnc(CCC(=O)O)c(=O)[nH]2)cc1 | -10
Cc1c(C(=O)N(C)C2CCS(=O)(=O)C2)nnn1-c1ccccc1F (stereo not given) | -6
CC(C)N1CCC(CNC(=O)C(=O)Nc2ccc3c(c2)OCO3)CC1 | -5
CSc1ccc2nc(NC(=O)c3ccc([N+](=O)[O-])s3)sc2c1 | -2

Filtered by structure, the compounds so far containing a tert-butyl group (4)
SMILES | PriA SSB inh
Cc1onc(-c2c(Cl)cccc2Cl)c1C(N)=NOC(=O)C(C)(C)C | -11
CN(C)c1ccc(C(CNC(=O)C(C)(C)C)N2CCc3ccccc3C2)cc1 (stereo not given) | 12
Cc1ccc2c(c1)C(=O)C(=O)N2CCOc1ccc(C(C)(C)C)cc1 | -12
CC(C)(C)OC(=O)NN=C/C=C/c1ccc2c(c1)OCO2 | 2

Continued.
SMILES | PriA SSB inh
CCOC(=O)c1cc(CC)sc1N=CC1C(=O)CCCC1=O | 7
Cc1cc(NC(=O)c2cccc(N3C(=O)CCC3=O)c2)n(-c2nc3ccc(F)cc3s2)n1 | -11
O=C(Cc1ccsc1)N1CC(n2cc(-c3ccccc3)nn2)C1 | -6
COc1cccc(C=Nc2nc3ccccc3[nH]2)c1O | -13
O=C(NCCn1ncc2c(=O)n(Cc3cccc(C(F)(F)F)c3)cnc21)c1ccc(Br)o1 | -10&-6
Cc1ccc2nc(C3CN(C(=O)c4cc(C5CC5)on4)C3)[nH]c2c1 | 6
O=C(Cn1cnc2ccccc2c1=O)Nc1cc(-n2cccn2)ncn1 | -3
CCOc1cccc2cc(C(=O)Nc3ccc(Br)cc3C(=O)c3ccccc3Cl)oc12 | 5
C[C@](O)(CNC(=O)c1c(F)cccc1F)c1ccc(-c2ccccc2)cc1 | -16
CCCCc1ccc(NC(=O)c2cc(=O)c(OC)c[nH]2)cc1 | -3

An excerpt of these results, tab-delimited:
Molecule	PriA SSB inh
CCOC(=O)c1cc(CC)sc1N=CC1C(=O)CCCC1=O	7
Cc1cc(NC(=O)c2cccc(N3C(=O)CCC3=O)c2)n(-c2nc3ccc(F)cc3s2)n1	-11
O=C(Cc1ccsc1)N1CC(n2cc(-c3ccccc3)nn2)C1	-6
COc1cccc(C=Nc2nc3ccccc3[nH]2)c1O	-13
O=C(NCCn1ncc2c(=O)n(Cc3cccc(C(F)(F)F)c3)cnc21)c1ccc(Br)o1	-10&-6
Cc1ccc2nc(C3CN(C(=O)c4cc(C5CC5)on4)C3)[nH]c2c1	6
O=C(Cn1cnc2ccccc2c1=O)Nc1cc(-n2cccn2)ncn1	-3

Other results
SMILES | PriA SSB inh
O=C(NN=Cc1ccc(O)cc1)c1cc(C2CC2)[nH]n1 | -4
Cc1cc(C(=O)N2CCN(C(=O)c3cnn4ccccc34)CC2)c(C)o1 | 1
Cc1ccc(C(=O)NN=c2sc3ccccc3n2C)cc1 | -14
O=C1c2cccc(O)c2CCN1Cc1ccc(Cl)cc1 | -8
O=C1NCCN1C(=O)NCc1cncc(-c2ccsc2)c1 | -13
CCOc1ccc(-c2csc(Nc3cc(C)ccn3)n2)cc1 | -6
COc1ccc(CNC(=O)Cn2c3ccc(F)cc3c3ncn(Cc4ccccc4)c(=O)c32)cc1 | -21
COc1ccc(CCS(=O)(=O)NC[C@](C)(O)c2cc3ccccc3o2)cc1 | -3
O=S(=O)(Cc1noc2ccccc12)Nc1ccccn1 | -5
COc1ccccc1NC(=O)NCc1nn(C2CCCC2)c(=O)c2ccccc12 | 2
O=C(NCCc1ccoc1)C(=O)Nc1cccc(N2CCCC2=O)c1 | -7
COc1cccc2sc(Nc3nc4c(F)cc(F)cc4s3)nc12 | -28&-13
CCCCNC(=S)NN=Cc1ccccc1F | -10
CC(C)(C)S(=O)(=O)c1ccc(NCCc2c[nH]c3ccccc23)nn1 | -5
O=c1c2c(nc(SCc3ccccc3Cl)n1Cc1ccccc1)CCS2 | -2
O=C(CN1CCN(Cc2nc(-c3ccccc3)cs2)CC1)NCc1ccco1 | -14
O=C(NC(c1ccccc1)c1ccccc1)C(c1ccccc1)n1cccc1 (stereo not given) | -6
COc1ccc2c(C)c(C(=O)N3CCC(C(N)=O)CC3)oc2c1 | -5
O=S(=O)(Nc1ccc2c(c1)CN(S(=O)(=O)c1ccccc1)CC2)c1ccccc1F | -5
O=C(CSCc1ccccc1)NCCc1nc2c(c(C(F)(F)F)n1)CCCC2 | -11
O=C(NN=Cc1c[nH]c2ccccc12)c1ccn(Cc2ccc(Cl)cc2Cl)n1 | -10
O=C(Cn1cnc2c([nH]c3ccccc32)c1=O)N1CCN(C(c2ccccc2)c2ccccc2)CC1 | -5
CCC(C(=O)Nc1cc(-c2cn3cccnc3n2)ccc1C)c1ccccc1 (stereo not given) | -16
O=C(NN=Cc1ccc(Cl)s1)C(O)c1ccccc1 (stereo not given) | -10
O=S(=O)(NCC(c1ccsc1)N1CCc2ccccc2C1)c1cccc2ccccc12 (stereo not given) | -11
Cc1cc(=O)n2c(-c3cccc(NC(=O)Nc4cccs4)c3)csc2n1 | 0
FC(F)Oc1ccc(-n2c(-c3ccc(Cl)c(Cl)c3)c[nH]c2=S)cc1 | 26
